# TRPC4 agonist: activators of mouse TRPC4 channel; Q9QUQ5; HEK293 TRPC4beta/mu-opioid, Fluo4 calcium fluorescence; active compounds read high; B-score at 10 µM; hit rate 0.49% among 310,000;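 active = B-score above 5 SD of library B-scores, and initial fluorescence ratio not above library mean plus 5 SD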;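 also: positive B-score marks a calcium rise read as TRPC4 activation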
# Target sequence (Q9QUQ5 whole entry, looked up): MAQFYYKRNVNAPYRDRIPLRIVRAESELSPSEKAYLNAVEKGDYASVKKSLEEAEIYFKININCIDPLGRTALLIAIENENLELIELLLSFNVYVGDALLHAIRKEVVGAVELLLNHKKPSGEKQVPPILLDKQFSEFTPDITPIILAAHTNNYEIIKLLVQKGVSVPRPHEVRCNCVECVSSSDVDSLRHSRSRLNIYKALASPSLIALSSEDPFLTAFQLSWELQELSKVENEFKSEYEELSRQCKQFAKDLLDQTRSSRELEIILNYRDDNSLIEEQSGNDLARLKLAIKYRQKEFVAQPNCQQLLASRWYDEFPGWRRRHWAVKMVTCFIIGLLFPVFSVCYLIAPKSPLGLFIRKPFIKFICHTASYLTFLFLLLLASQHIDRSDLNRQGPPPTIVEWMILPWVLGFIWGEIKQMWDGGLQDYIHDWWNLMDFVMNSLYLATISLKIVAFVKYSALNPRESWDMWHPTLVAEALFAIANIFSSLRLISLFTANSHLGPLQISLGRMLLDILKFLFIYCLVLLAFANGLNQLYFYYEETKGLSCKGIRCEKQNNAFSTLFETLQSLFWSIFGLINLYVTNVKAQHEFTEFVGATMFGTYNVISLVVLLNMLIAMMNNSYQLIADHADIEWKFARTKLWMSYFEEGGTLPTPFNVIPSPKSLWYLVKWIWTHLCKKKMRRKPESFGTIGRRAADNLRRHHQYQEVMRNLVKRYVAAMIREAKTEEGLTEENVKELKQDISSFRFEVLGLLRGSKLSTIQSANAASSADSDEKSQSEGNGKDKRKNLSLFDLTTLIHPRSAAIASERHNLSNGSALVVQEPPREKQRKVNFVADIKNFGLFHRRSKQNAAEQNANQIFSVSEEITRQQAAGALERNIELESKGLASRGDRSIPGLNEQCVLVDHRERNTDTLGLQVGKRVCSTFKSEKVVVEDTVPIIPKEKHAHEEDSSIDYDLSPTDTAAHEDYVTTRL
#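 Material: HEK293 stable line with TRPC4beta plus mu-opioid receptor; technique: Fluo4 calcium-sensitive dye fluorescence, kinetic, 1 Hz baseline; timing: Fluo4 dye loading 45 min at room temperature, 110 s recording; controls: assay buffer as low control, maximal DAMGO as high control; read-out: integrated baseline-normalised fluorescence ratio, converted to per-well B score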
# MrgX1 ag: activates human MrgX1 receptor signaling. Q96LB2. MrgX1-HEK293 cells, Fluo-4 calcium fluorescence, agonist mode; active compounds read high. B-score at 10 µM. hit rate 0.44% among 310,000. AID 588627;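 active = calcium response B-score plate-corrected fluorescence ratio at least 3 library SD, with starting fluorescence B-score inside 5 SD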
#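 Assay system: MrgX1-expressing HEK293 cells / Amount: fifteen thousand cells per well / Doses: test compound in the initial addition of three / Timing: cells plated overnight, dye loaded 0.5 h 37 °C, 0.5 h room temperature / Technique: kinetic calcium dye fluorescence, Fluo-4 NW / Control set: positive and negative controls per plate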
# HIF act: HIF pathway transcriptional activation; U2OS HRE-luciferase reporter, luminescence; normalized: DMSO 0%, desferrioxamine 100%; activation, % at 7.5 µM (by protocol); hit rate 0.32% among 300,000; AID 1910;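 active = mean activation of at least 10% of the iron chelator positive control signal, with at least half of replicates also reaching 10%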
# TRPC6 inh: inhibitors of mouse TRPC6 channel; B-score at 10 µM; Q61143; hit rate 1.1% among 310,000; HEK293-TRPC6, membrane potential dye, ACh-evoked depolarization; active compounds read low;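 active = B-score under library mean minus 3 SD, initial fluorescence not abnormally high, positive integrated signal ratio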;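 also: B-score derived from integrated fluorescence ratio over the kinetic read; more negative B-score means stronger inhibition of depolarization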
# TRPC4 block: inhibitors of mouse TRPC4 channel; Q9QUQ5; HEK293 TRPC4beta/mu-opioid, DAMGO-evoked Fluo4 calcium flux; active compounds read low; B-score at 10 µM; hit rate 0.39% among 300,000;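 active = B-score over 3 SD under the library average, no early fluorescence shift, positive overall ratio signal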
#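 Assay system – HEK293 line stably carrying TRPC4beta and mu-opioid receptor · Doses – single dose · Detection – Fluo4 calcium-dye fluorescence, kinetic read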
# AI-2 QS mod: Vibrio harveyi AI-2 quorum sensing modulation; Vibrio harveyi JMH597 AI-2 luminescence/OD600 ratio, 9 h; active compounds read low; strain lacks LuxN and CqsS sensors; 0 = neutral-control median; hit rate 0.4% among 300,000; AID 2094; activity change, % at 7.5 µM; in the data active = activity change below about -75%, passing the limit was not always enough;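 also: luminescence divided by OD600 gain over 9 h not by final OD600 alone; inactives centre near 13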
# TRPC4 PAM: TRPC4 (mouse) allosteric potentiation | HEK293 TRPC4beta/mu-opioid, DAMGO EC20, Fluo-4 Ca2+ flux; active compounds read high | hit rate 0.42% among 310,000 | B-score at 10 µM | Q9QUQ5;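 active = B-score of calcium response area above 5 SD of library B-scores, with initial fluorescence ratio within 5 SD of library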;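 also: B-score of integrated fluorescence ratio over time as area under calcium response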
# MrgX1 PAM: allosterically activates human MrgX1 receptor signaling. B-score at 10 µM. Q96LB2. MrgX1-HEK293, Fluo-4 calcium flux, FDSS; active compounds read high. hit rate 0.63% among 310,000. AID 588675;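 active = plate-corrected calcium response at least 3 library SD above typical, normal starting fluorescence, not activating the receptor alone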;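 also: compound read alongside a low EC10 to EC30 dose of BAM8-22 agonist; peak minus trough fluorescence over baseline measured at the second addition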
# TRPC6 act: activators of mouse TRPC6 channel; Q61143; HEK293-TRPC6 membrane potential dye fluorescence; active compounds read high; B-score at 10 µM; hit rate 0.13% among 310,000;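 active = B-score of the integrated fluorescence ratio above library mean plus 3 SD, and starting fluorescence ratio within library mean plus 5 SD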;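 also: higher score means more depolarization so channel activation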
# MrgX1 antagonist: antagonists of human MrgX1 receptor; B-score at 10 µM; hit rate 1.3% among 310,000; AID 588676; Q96LB2; MRGX1-HEK293 calcium flux, Fluo-4, BAM8-22 antagonism; active compounds read low;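 active = calcium-response B-score plate-corrected more than 3 library SD below zero, starting fluorescence within 5 deviations, no agonist response on first addition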;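 also: peak minus trough fluorescence over baseline after final BAM8-22 challenge near maximal dose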
# PolyA inh: yeast polyadenylation inhibition. S. cerevisiae SKY197-pL101 polyadenylation reporter, beta-gal luminescence; efflux-impaired pdr1/pdr3 knockout yeast; score 100 = 6 SD above DMSO. hit rate 0.02% among 300,000. calls only at 12 µM;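 active = lowest replicate activity score at least 50, where 100 means six control SD above control mean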;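 also: yeast exposed to compound for 9 h at 30 °C; higher score means more reporter readthrough which indicates perturbed polyadenylation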
# * marks the source's active call; other numbers are inactive results; i = inactive; nt = not tested or not shown. A portion of the library, so the mix of outcomes need not match the whole.
Compound,TRPC4 agonist,MrgX1 ag,HIF act,TRPC6 inh,TRPC4 block,AI-2 QS mod,TRPC4 PAM,MrgX1 PAM,TRPC6 act,MrgX1 antagonist,PolyA inh
COc1ccc2nc(Cl)cc(Cl)c2c1,i,i,-0.4,i,i,-12,i,i,i,i,i
COc1cccc(C(O)C2OC(=O)c3ccccc32)c1OC (stereo unspecified),i,i,-0.2,i,i,19,i,i,i,i,i
Cc1ccc(NS(=O)(=O)c2cccc3nsnc23)cc1C,i,i,-0.2,i,i,-4,i,i,i,i,i
COc1ccc(C2CC(=O)Nc3sc(=N)c4c(N)c(C#N)c(N)nc4c32)cc1OC (stereo unspecified),i,i,-0.9,i,i,2,i,i,i,i,i
O=C(NCc1ccccn1)c1ccc(OC2CCN(Cc3cccs3)CC2)cc1,i,i,0.1,i,i,13,i,i,i,i,i
O=C1c2cccnc2C(Nc2ccccc2Br)N1Cc1ccco1 (stereo unspecified),i,i,-0.3,i,i,28,i,i,i,i,i
O=S(=O)(c1ccc(-c2ccon2)s1)N1CCN(c2ccncc2)CC1,i,53*,-0.8,i,i,nt,i,i,i,i,i
Cc1cccnc1Sc1c([N+](=O)[O-])ncn1C,i,i,-0.5,i,i,4,i,i,i,i,i
COc1ccc(CCN2C(=O)CSC2=Nc2ccc(C(C)C)cc2)cc1OC,i,i,2.9,i,i,33,i,i,i,i,i
COc1cc(Cl)ccc1OCc1cc(C(=O)N2CCCC(OC)C2)no1 (stereo unspecified),i,i,1.6,i,i,26,i,i,i,i,i
CCOCc1c(C(=O)OCC(=O)/C(C#N)=C(\C)N)oc2ccccc12,i,i,nt,i,i,16,i,i,i,i,nt
COc1ccc(NC(=S)N2CCC(N(C)CC3CCCO3)CC2)cc1Cl (stereo unspecified),i,i,0.1,i,i,24,i,i,i,i,i
CCOCCCn1c(SCC(=O)Nc2ccccc2OC)nc2ccccc2c1=O,i,i,-0.6,i,i,14,i,i,i,i,i
O=C(/C=C/c1cn(CC(O)CN2CCCCC2)c2ccccc12)c1ccccc1 (stereo unspecified),i,nt,0.3,-6.4*,i,8,i,nt,i,nt,i
Cc1ccc(N(CC(=O)NCc2ccccn2)S(=O)(=O)c2ccccc2)cc1C,i,i,-0.1,i,i,-4,i,i,i,i,i
CCN(CC)CCNC(=O)C12CC3CC(C)(CC(C)(C3)C1)C2,i,i,0.3,i,i,12,i,i,i,i,i
O=C(CSc1ccc2nnc(CCNC(=O)c3ccccc3)n2n1)NCc1ccccc1,i,i,-0.3,i,i,0,i,i,i,i,i
COc1ccc(NC(=O)/C(=C/c2cccs2)NC(=O)c2ccco2)cc1,i,i,-0.5,i,i,13,i,i,i,i,i
COCCCNc1nc2ccccc2nc1NS(=O)(=O)c1cccc(C)c1,i,i,-0.3,i,i,10,i,i,i,i,i
Cc1ccc(S(=O)(=O)c2nc(Nc3ccccc3)sc2Cl)cc1,i,nt,-0.2,i,i,12,i,nt,i,nt,i
O=c1c2sc3nc(N4CCOCC4)c4c(c3c2nnn1Cc1ccccc1)CCCC4,i,i,0.1,i,i,-2,i,i,i,i,i
O=S(=O)(c1ccc(F)cc1)N1CCCc2ccccc21,i,i,0.3,i,i,0,i,i,i,i,i
O=C(NCCN1CCOCC1)Nc1cccc(Cl)c1,i,i,-0.1,i,i,-1,i,i,i,i,i
Cc1cccc(C)c1N(CC(=O)N1CCN(C)CC1)S(C)(=O)=O,i,i,-0.1,i,i,10,i,i,i,i,i
COc1ccccc1CNCc1cccc(Oc2ccccc2)c1,i,i,0.1,i,i,7,i,i,i,i,i
CC(C)Cn1c(NCCN(C)C)nc2c1c(=O)[nH]c(=O)n2C,i,i,-0.8,i,i,13,i,i,i,i,i
O=C(OCCN=C1NS(=O)(=O)c2ccccc21)c1ccco1,i,i,0.1,i,i,8,i,i,i,i,i
O=C1CCC(C(=O)N2CCC(O)CC2)CN1CCc1ccc(Cl)cc1 (stereo unspecified),i,i,0.0,i,i,15,i,i,i,i,i
CCCCOc1ccc(CN(CCO)CCO)cc1[N+](=O)[O-],i,i,0.4,i,i,23,i,i,i,i,i
COc1c(C)cccc1C(=O)Nc1ccc(N2CCOCC2)c(Cl)c1,i,i,2.6,i,i,17,i,i,i,i,i
CCOc1ccccc1/C=N/NC(=O)CNC(=O)c1cccs1,i,i,-0.9,i,i,23,i,i,i,i,i
Cn1c(CNC(=O)c2ccc(F)cc2)cc2ccccc21,i,i,-0.9,i,i,1,i,i,i,i,i
COc1ccccc1N=C1SCC(=O)N1c1ccccc1OC,i,i,0.2,i,i,26,i,i,i,i,i
Cc1ccc(C(=O)N/C(=C/c2ccc(Cl)cc2)C(=O)NCC2CCCO2)cc1 (stereo unspecified),i,i,0.4,i,i,17,i,i,i,i,i
O=C(O)COc1ccccc1/C=N/NC(=O)/C(=C\c1ccc2c(c1)OCO2)NC(=O)c1ccccc1,i,i,-0.5,i,i,6,i,i,i,i,i
COc1ccc(C)cc1NC(=O)c1ccoc1C,i,i,-0.2,i,i,-3,i,i,i,i,i
COc1ccc(OC)c(-c2cc(C(=O)Nc3cc(C)on3)no2)c1,i,i,-0.6,i,i,15,i,i,i,i,i
CC(C)N(C(=O)CSc1nc2ccccc2n1Cc1ccccc1F)C(C)C,i,i,-1.3,i,i,36,i,i,i,i,i
CC(NC(=O)CCc1ccccc1)c1ccc2c(c1)OCO2 (stereo unspecified),i,i,-1.3,i,i,-4,i,i,i,i,i
O=C(Nc1cccc(S(=O)(=O)NC2=NCCCCC2)c1)c1cccnc1Cl,i,i,0.3,i,i,17,i,i,i,i,i
COc1cccc(-n2c(SCc3cc(=O)oc4cc(O)c(O)cc34)nc3ccccc3c2=O)c1,i,i,-0.8,i,i,11,i,i,i,i,i
CCOC(=O)/C(C#N)=C/c1c(OCC)n(CC)c2ccccc12,i,i,-0.2,i,i,12,i,i,i,i,i
COc1ccc(N2CCN(C(c3ccco3)c3sc4nc(C)nn4c3O)CC2)cc1 (stereo unspecified),i,i,0.0,i,i,-6,i,i,i,i,i
O=C(CC1OC(=O)c2ccccc21)NCC1COc2ccccc2O1 (stereo unspecified),i,i,-0.1,i,i,2,i,i,i,i,i
CC1(C)CC(NC(=O)C(C)(C)Oc2ccc(Cl)cc2)CC(C)(C)N1,i,i,0.4,i,i,23,i,i,i,i,i
O=C(c1ccco1)N1CCN(C(c2cccs2)c2nnnn2C2CCCCC2)CC1 (stereo unspecified),i,i,0.0,i,i,10,i,i,i,i,i
Cc1nn(S(=O)(=O)c2ccc(C(C)(C)C)cc2)c(C)c1S(=O)(=O)N1CCOCC1,i,i,0.5,i,i,13,i,i,i,i,i
COc1ccc2cc(CCNC(=O)c3cc4ccccc4o3)c(=O)[nH]c2c1,i,i,-0.3,i,i,21,i,i,i,i,i
Cc1cc(C)n2ncc(C(=O)NCc3cccnc3)c2n1,i,i,0.0,i,i,-4,i,i,i,i,i
COc1ccccc1OCc1nc(-c2cccc([N+](=O)[O-])c2)no1,i,i,0.2,i,i,14,i,i,i,i,i
Cc1ccc(-n2nnnc2SCC(=O)Nc2sc(C)c(C)c2C#N)cc1C,i,i,-0.3,i,i,9,i,i,i,i,i
Cc1ccc([N+](=O)[O-])c(OCC(O)CNC(C)(C)C)c1 (stereo unspecified),i,i,-0.2,i,i,1,i,i,i,i,i
Cc1ccc(CNS(=O)(=O)NCc2ccc(Cl)cc2)cc1,i,i,-0.5,i,i,19,i,i,i,i,i
Cc1cc(C(=O)NNC(=O)c2nn(C)c(=O)c3ccccc23)c(C)o1,i,i,0.0,i,i,-8,i,i,i,i,i
COc1ccc(S(=O)(=O)N=C2C=C(C)C(=O)C(C)=C2)cc1,i,i,-0.2,i,i,51,i,i,i,i,i
COc1ccc(CNC(=O)C2CCN(S(=O)(=O)c3ccc4c(c3)CC(C)N4C(C)=O)CC2)cc1 (stereo unspecified),i,i,-1.8,i,i,38,i,i,i,i,i
Cc1c(NC(=O)NCCN2C(=O)C3C4C=CC(C4)C3C2=O)c(=O)n(-c2ccccc2)n1C (stereo unspecified),i,i,-0.1,i,i,1,i,i,i,i,i
CN(C)/C(=N\S(=O)(=O)c1ccccc1)c1ccccc1,i,i,0.5,i,i,15,i,i,i,i,i
CCn1c(Oc2ccccc2F)nc2c1c(=O)n(C)c(=O)n2C,i,i,0.6,i,i,7,i,i,i,i,i
O=C(CSCc1nc2scc(-c3cccs3)c2c(=O)[nH]1)Nc1ccccn1,i,i,-0.4,i,i,19,i,i,i,i,i

# Going on with the list:
Compound,TRPC4 agonist,MrgX1 ag,HIF act,TRPC6 inh,TRPC4 block,AI-2 QS mod,TRPC4 PAM,MrgX1 PAM,TRPC6 act,MrgX1 antagonist,PolyA inh
Cc1ccc(CN2CCN(/N=C\C(Br)=C\c3ccccc3)CC2)cc1,i,i,0.0,i,i,17,i,i,i,i,i
CCc1ccc2c(c1)/C(=N/N(C)C(=S)NC)C(=O)N2,i,i,0.0,i,i,3,i,i,i,i,i
COC(=O)c1ccc(CNC(=O)C2CCC(=O)N(CCc3ccccc3)C2)cc1 (stereo unspecified),i,i,-1.0,i,i,16,i,i,i,i,i
C/C(=N/Nc1ccc(F)cc1)c1ccc(Cl)s1,i,i,0.0,i,i,13,i,i,i,i,i
COc1ccc(N2C(=O)C3CCCN3C2c2ccc(C)cc2)cc1Cl (stereo unspecified),i,i,0.5,i,i,14,i,i,i,i,i
CC(C)[C@H]1C=C(C(=O)O)O[C@@H](OCc2ccc(CO)cc2)C1,i,i,0.1,i,i,17,i,i,i,i,i
CCN(CC)C(=O)N1CCN(C(=O)N2CCOCC2)CC1,i,i,-0.2,i,i,11,i,i,i,i,i
